From PubChem
phage Ecoli inh – E. coli growth loss with phage present. actives 0.26% (n = 360,000). growth absorbance. inhibition, % at 11.9 µM; in the data active = inhibition above about 11%
Wnt act – activators of Wnt/beta-catenin signaling | Wnt/beta-catenin reporter cell assay, activator, plate reader | actives 1.2% (n = 300,000) | activation, % at 9.35 µM; in the data active = activation above about 30%, passing the limit was not always enough;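 note: 0% = neutral control wells and 100% = positive control wells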
SR-BI DiI-HDL act – enhances SR-BI lipid uptake from DiI-HDL. CHO ldlA[mSR-BI] cells, DiI-HDL uptake fluorescence, 3 h; 100 = double the neutral-control signal. activation, % at 12.5 µM. actives 0.096% (n = 320,000). AID 504775;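 active = mean replicate activation of at least 60% and every replicate at or above 60%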;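 note: 0% = median plate neutral-control signal and 100% = twice that signal; values of inactives mirror those of a sister screen read the other way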
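Assay system: LDL receptor-deficient CHO ldlA cells overexpressing murine SR-BI / Medium: BSA-supplemented, HEPES-buffered Ham's F12, pH 7.4 / Probe or stimulus: DiI-labelled HDL at 10 µg/mL final / Timing: compound with DiI-HDL co-incubation, 3 h at 37 °C / Technique: bottom-read cell fluorescence after medium removal, ex 550/em 595 nm / Measure: HDL uptake via cellular fluorescence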
E coli growth – counter-screen for AddAB inhibitors: E. coli growth inhibition. actives 0.27% (n = 330,000). AID 449728. E. coli V3065 growth, OD600 absorbance, 18 h. inhibition, % at 11.9 µM;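 active = inhibition above the campaign's mean inhibition across all tested compounds plus 3 SD, cut at about 9.9% in these data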;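 note: uninfected addAB+ strain grown without phage in ampicillin broth; 0% = DMSO wells and 100% = ciprofloxacin 0.95 µg/ml wells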
Tat transport – E. coli Tat transport inhibition | E. coli MC4100 TorA-mCherry Tat export, fluorescence | inhibition, % at 10 µM | actives 0.036% (n = 340,000) | AID 488895;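 active = mean replicate inhibition at least 50% and at least half of replicates individually reaching 50%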;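 note: exported cargo escapes ClpAP degradation while cytoplasmic cargo is degraded and loses fluorescence; 0% = median of neutral control wells and 100% = median of NaSCN control wells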
AddAB inh – less growth of phage-infected E. coli with AddAB. inhibition, % at 11.9 µM. actives 0.29% (n = 330,000). E. coli expressing H. pylori AddAB, absorbance growth. AID 435030; in the data active = inhibition above about 12%;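 note: 0% = vehicle wells of infected cells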
CAL PDZ FP-1 – blocks peptide binding to human CAL PDZ domain; actives 0.02% (n = 330,000); AID 504414; purified CAL PDZ, TMR-peptide fluorescence polarization, 1 h; inhibition, % at 20 µM; Q9HD26;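 active = highest replicate inhibition of at least 40%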;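 note: plate controls were DMSO neutral control wells for no effect and unlabeled competitor peptide control wells for full effect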
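Test system: purified CerCALP PDZ construct; Compound dosing: one concentration, 20 µM compound; Also added: TMR-labelled reporter peptide T*-PRC34 bound in PDZ groove; Read-out: inhibition from polarization loss; Controls: unlabelled peptide and DMSO controls; Signal: FP readout, S and P plane fluorescence; Incubation: 1 h at RT.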
CAL PDZ FP-2 – inhibitors of human CAL PDZ peptide binding | Q9HD26 | purified CAL PDZ, TMR-peptide fluorescence polarization, 1 h | AID 602252 | inhibition, % at 24.9 µM | actives 0.92% (n = 300,000);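 active = mean inhibition of at least 30% with at least half of replicates also reaching 30%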;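 note: 0% = DMSO neutral control and 100% = excess unlabeled competitor peptide PRC23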
MITF act – increases MITF-driven TRPM1 promoter luciferase signal | SK-MEL-5 TRPM1-promoter luciferase, 24 h; % of positive control, neutral wells = 0 | AID 588334 | activation, % at 12.5 µM | actives 0.75% (n = 300,000);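 active = mean activation of at least 80% with every replicate also reaching 80%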;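 note: 0% = neutral control wells and 100% = parthenolide positive control wells; values of inactives mirror those of a sister screen read the other way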
SR-BI HDL uptake – blocks mouse SR-BI lipid uptake from DiI-HDL; Q61009; ldlA[mSR-BI] CHO cells, DiI-HDL uptake fluorescence, 3 h; inhibition, % at 12.5 µM; actives 0.96% (n = 320,000);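 active = mean replicate inhibition of at least 70% and a set share of replicates each scoring 70 or more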;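 note: 0% = median of neutral control wells and 100% = median of positive control wells; values of inactives mirror those of a sister screen read the other way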
Target sequence (Q61009 whole entry, looked up): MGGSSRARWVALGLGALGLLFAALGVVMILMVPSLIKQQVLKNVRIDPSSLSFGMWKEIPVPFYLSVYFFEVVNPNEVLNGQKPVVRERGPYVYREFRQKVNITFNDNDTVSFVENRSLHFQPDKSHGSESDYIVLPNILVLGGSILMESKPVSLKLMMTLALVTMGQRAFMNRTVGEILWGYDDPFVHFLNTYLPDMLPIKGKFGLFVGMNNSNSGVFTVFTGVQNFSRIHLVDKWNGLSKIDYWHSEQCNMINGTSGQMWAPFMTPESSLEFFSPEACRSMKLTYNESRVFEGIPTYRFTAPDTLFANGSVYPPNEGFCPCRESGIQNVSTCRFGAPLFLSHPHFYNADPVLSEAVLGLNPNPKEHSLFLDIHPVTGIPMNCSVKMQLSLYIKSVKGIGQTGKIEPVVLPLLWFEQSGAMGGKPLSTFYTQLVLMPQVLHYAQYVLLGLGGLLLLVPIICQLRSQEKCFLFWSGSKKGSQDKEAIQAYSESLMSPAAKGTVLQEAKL
* = called active by the depositor; . = no result given.

SMILES	phage Ecoli inh	Wnt act	SR-BI DiI-HDL act	E coli growth	Tat transport	AddAB inh	CAL PDZ FP-1	CAL PDZ FP-2	MITF act	SR-BI HDL uptake
CC(C)CCNC(=O)NC(=O)CSc1nnc2ccccn12	1.5	.	16	3.0	-4	2.0	0.7	-2	8	-16
CCc1ccc(C2CC(=O)NC(SCC(=O)OC(C)C)=C2C#N)cc1 (stereo not drawn)	2.5	1	-11	0.3	4	2.0	-1.2	.	-6	11
Cc1cc(C(=O)CN2C(=O)C(=O)N(C)C2=O)c(C)n1-c1cccc(S(=O)(=O)N2CCOCC2)c1	0.8	29	-2	-0.7	-3	2.2	-1.3	-1	-3	2
CCCn1c(SCC(=O)Nc2nccs2)nnc1-c1cccnc1	1.1	-3	15	0.4	3	2.8	.	6	-8	-15
O=c1[nH]c(SCc2nc3ccccc3c(=O)n2-c2ccccc2C(F)(F)F)nc2ccccc12	0.6	-3	9	0.7	7	2.0	-1.9	.	4	-9
Cn1c(=O)c2[nH]c(N3CCN(c4cccc(O)c4)CC3)nc2n(C)c1=O	2.6	-2	4	3.0	-3	3.7	-0.5	-6	-9	-4
Cc1csc(NC(=O)CSC2=NCCS2)n1	2.0	0	41	1.3	-8	1.3	-1.1	-3	-2	-41
COc1cccc(CNC(=O)CC2C(=O)NCCN2Cc2ccoc2)c1OC (stereo not drawn)	5.2	0	15	-0.7	-4	0.0	0.4	-4	-13	-15
CCN(CC(=O)NCc1ccc(Cl)cc1)C(=O)COc1ccc(C)cc1C	1.5	-4	-44	-1.9	-2	-2.8	-3.5	1	-7	44
COC(=O)C1=C(C(=O)OC)C2C(C)=CC(C)=CN2C(C(=O)OC)=C1C(=O)OC (stereo not drawn)	2.8	-4	3	0.4	-6	1.1	0.4	-5	6	-3
O=C(COc1ccccc1Cl)N1CCNC1=O	1.8	-3	13	.	-4	.	-1.5	-2	3	-13
COC(=O)/C=C1\S/C(=N/N=C/c2ccc(Cl)cc2)NC1=O	0.8	1	-3	0.2	-2	6.4	-1.6	.	.	3
CCn1c(NC(=O)c2ccccc2)nc2ccccc21	-1.9	31*	-25	-4.8	1	-0.9	-2.7	.	.	25
Cc1ccc(/C=C(\NC(=O)c2ccc(C)cc2)C(=O)NCCCn2ccnc2)cc1	3.5	-1	0	-1.6	-6	1.9	-1.4	-9	-8	0
CCc1ccc(C(=O)CSc2nc(N)cc(=O)[nH]2)cc1	-0.2	0	9	1.0	-2	3.8	-3.3	-7	.	-9
CC1CCN(C(=O)c2ccc(N3C(=O)c4ccccc4C3=O)cc2)CC1	2.9	0	-14	-0.7	0	4.3	-1.0	.	-15	14
O=C(CCC(=O)N1CCN(c2ccc(O)cc2)CC1)c1cccs1	2.5	-1	.	3.0	-2	1.9	-0.3	0	1	.
CCCNC(=O)N1CCC(n2nccc2NC(=O)CCOc2ccccc2)CC1	0.9	0	9	2.8	-5	1.0	-2.9	0	21	-9
CCC/C(C)=C/c1ccc(CC)cn1	1.6	-2	-4	.	-7	.	-1.3	-2	-4	4
Cc1ccc(-c2[nH]nc3c2C(C)C(C#N)=C(N)O3)cc1 (stereo not drawn)	3.3	.	-8	-0.2	-1	1.4	-0.4	-3	13	8
CCC(=O)Nc1nnc(S(=O)(=O)N2CCc3ccccc32)s1	3.6	-3	-3	-0.7	-19	-0.2	0.5	-3	10	3
O=C(O)COc1ccc(-c2nnn(Cc3ccccc3F)n2)cc1	4.0	1	8	1.9	0	1.9	0.3	6	25	-8
CCc1c(Cl)nc(N)nc1Nc1ccccc1Cl	1.2	-1	-11	.	-6	.	0.3	-5	-2	11
O=C(CCS(=O)(=O)c1ccccc1)Nc1nc2c(s1)COc1ccccc1-2	1.2	-5	-29	2.2	-2	-1.6	0.2	-4	-2	29
O=C(CCNC(=O)c1ccc(Br)cc1)Nc1ccc(S(=O)(=O)N2CCCCC2)cc1	4.0	-6	-7	.	-6	.	-1.0	-1	9	7
Cc1nc(N2CCN(S(=O)(=O)c3cccc4nonc34)CC2)c2c3c(sc2n1)CCCC3	1.1	15	-38	1.9	0	2.9	-0.9	-11	3	38
O=C(CN1CCN(S(=O)(=O)c2ccccc2)CC1)NC1CC1	1.4	1	25	0.7	-7	3.2	-0.3	-3	1	-25
O=C1C(=O)N(c2ccc(O)cc2)C(c2ccccc2[N+](=O)[O-])/C1=C(\O)c1ccccc1 (stereo not drawn)	1.7	9	-14	-0.6	-2	-1.4	-2.3	-1	-16	14
CCN(CC(=O)Nc1c(F)cccc1F)C(=O)C1CCN(C(=O)Nc2ccccc2)CC1	4.1	-4	12	-0.7	-9	-0.2	0.4	1	.	-12
C=CC[C@H](CC(=O)NCCO)C(=O)NCCOC(=O)[C@@H](CC=C)Cc1ccc(F)cc1	3.3	1	-13	0.6	-3	3.8	-1.6	0	5	13
Cn1ccnc1SCC(=O)N1CCN(S(=O)(=O)c2ccccc2)CC1	4.8	-2	4	1.0	5	3.6	-0.7	.	1	-4
c1ccc(Nc2nc(-c3ccccc3)nc3ccccc23)cc1	2.0	-4	-54	0.0	0	0.8	6.3	-6	5	54
CN(C(=O)CSc1ncnc2sccc12)C1CCS(=O)(=O)C1 (stereo not drawn)	0.1	-2	-6	2.3	0	2.2	-0.1	1	-4	6
COC(=O)c1c(N2C(=O)Nc3ccccc3N2O)sc(C)c1C	4.5	-10	-3	-0.1	1	0.5	-2.7	1	1	3
Cc1ccc(S(=O)(=O)c2nc(-c3ccco3)oc2SC(C)C)cc1	-1.5	17	.	3.2	8	1.4	-0.3	-8	-1	.
Cc1cccc(C)c1OCC(=O)Nc1ccc2c(c1)OCCO2	2.0	18	-20	2.8	5	0.6	-1.4	-2	35	20
Cc1ccccc1NC(=O)NCCCN1CCN(C)CC1	-1.2	-1	19	-3.0	3	-2.7	1.4	6	2	-19
O=[N+]([O-])c1ccccc1S(=O)(=O)N1CCN(c2ccccc2)CC1	-0.2	-4	-14	1.8	-6	1.0	-0.9	-3	.	14
Cc1csc(NC(=O)c2cccnc2Cl)n1	-0.7	22	9	-1.9	1	0.2	1.8	5	32	-9
Cc1nc(-c2ccc(S(=O)(=O)Nc3ccc(Br)cc3Cl)s2)cs1	1.0	-4	-4	-0.1	-3	-0.2	-1.1	.	1	4

Looked up above.
Entry for COC(=O)c1c(N2C(=O)Nc3ccccc3N2O)sc(C)c1C under phage Ecoli inh: 4.5
Entry for CCC(=O)Nc1nnc(S(=O)(=O)N2CCc3ccccc32)s1 under Tat transport: -19

Next section
SMILES	phage Ecoli inh	Wnt act	SR-BI DiI-HDL act	E coli growth	Tat transport	AddAB inh	CAL PDZ FP-1	CAL PDZ FP-2	MITF act	SR-BI HDL uptake
CCC(=O)Nc1cccc(NC(=S)NC(=O)c2ccccc2)c1	3.9	.	-7	1.1	-9	4.0	-0.2	-13	48	7
O=C(NCCCn1ccnc1)c1cc(S(=O)(=O)N2CCOCC2)c(Cl)cc1Cl	1.1	-8	21	1.1	-1	0.2	-0.2	-1	-11	-21
CN(CC(=O)NCCc1ccc(F)cc1)CC(=O)Nc1ccc(F)c(F)c1F	1.8	-3	-19	.	3	.	-1.2	1	-19	19
Cc1cc(C)c(CC(=O)c2ccccc2)c(C)c1	2.2	-5	-9	.	-7	.	0.0	-4	11	9
Cc1cccc(NC(=O)COc2ccc(-c3nn(C)c(=O)c4ccccc34)cc2)c1	1.5	2	.	-3.0	-2	3.4	-5.0	-4	2	.
Cc1cc(C)c([N+](=O)[O-])cc1-c1ccc(/C=N/c2c(-c3ccco3)nc3ccccn23)o1	-0.8	3	-9	-0.5	-5	1.2	0.6	-5	32	9
CCNC(=O)CSc1nnc(C2CC2)n1-c1ccccc1	1.9	.	37	2.1	6	0.9	-0.4	0	3	-37
COc1ccc(CCNC(=O)Nc2ccc([N+](=O)[O-])cc2)cc1OC	4.5	-1	-21	3.7	-7	0.4	-2.6	-2	-4	21
COc1ccc(S(=O)(=O)NCC(c2ccco2)N2CCc3ccccc3C2)cc1 (stereo not drawn)	5.3	-2	7	-0.3	-6	0.7	-1.2	-4	0	-7
Cc1cccc(N2CCN(C(=O)c3ccc(NC(=O)CC4SC(N5CCCC5)=NC4=O)cc3)CC2)c1C (stereo not drawn)	-0.6	-6	-30	1.7	6	0.3	-2.5	.	-14	30
CC1SC(=NC(=O)C(C)N2C(=O)c3ccccc3C2=O)NC1=O (stereo not drawn)	3.0	-1	11	0.9	0	0.2	-4.2	-4	12	-11
CC1(C)CC(NC(=O)c2ccccc2NS(=O)(=O)c2ccc(Br)cc2)CC(C)(C)N1	3.0	-1	17	.	1	.	-1.1	2	8	-17
COc1ccc(C2c3c(ncn(CCCN4CCOCC4)c3=N)Oc3ccc4ccccc4c32)cc1OC (stereo not drawn)	1.0	10	16	-2.5	-4	-0.2	-2.4	1	-80	-16
Cc1ccc(-n2cc(CNCCN3CCOC3=O)c(-c3cccc(C)c3)n2)cc1	6.4	-7	12	-1.1	-7	0.8	-2.5	-4	-3	-12
O=C(CSC(=O)c1ccccc1)Nc1ccccc1F	2.9	-2	5	-1.9	-8	-0.3	-1.2	2	1	-5
Cc1ccc(S(=O)(=O)N2CCCCC2)cc1NC(=O)Cn1cnc2c1c(=O)n(C)c(=O)n2C	2.4	-5	26	.	-16	.	-2.6	-1	-8	-26
O=C1CN(C(=O)COc2ccc(Br)cc2)c2ccccc2N1	1.9	-1	-12	2.7	-2	2.4	-0.5	-3	5	12
CCN(CC)CCCn1c(=S)[nH]c2cc(OC)c(OC)cc2c1=O	4.2	.	1	0.2	13	-1.7	-3.6	-1	16	-1
O=C(COC(=O)COc1ccccc1Cl)Nc1ccccc1OC(F)F	2.2	0	36	-0.7	6	2.5	-1.0	-2	.	-36
Cc1ccc(C)c2c1cc(C)c1nnc(SCc3ccccn3)n12	1.3	-1	1	0.1	-14	-1.5	0.7	-1	1	-1
Cc1nn2c(=O)cc(COC(=O)c3ccc(S(=O)(=O)N4CCCCC4)cc3)nc2s1	1.3	.	24	0.6	-1	2.6	.	-4	5	-24
O=C(O)c1ccccc1NCc1ccsc1	-0.4	-1	20	.	9	.	.	9	2	-20
Cc1ccc(NC(=O)c2ccc([N+](=O)[O-])s2)cc1S(=O)(=O)N1CCOCC1	2.3	-2	-52	3.1	-4	2.7	-0.2	.	-91	52

Just SR-BI HDL uptake and CAL PDZ FP-2 (four entries from above):
Structure,SR-BI HDL uptake,CAL PDZ FP-2
CCNC(=O)CSc1nnc(C2CC2)n1-c1ccccc1,-37,0
O=C(NCCCn1ccnc1)c1cc(S(=O)(=O)N2CCOCC2)c(Cl)cc1Cl,-21,-1
CCN(CC(=O)NCc1ccc(Cl)cc1)C(=O)COc1ccc(C)cc1C,44,1
CC1CCN(C(=O)c2ccc(N3C(=O)c4ccccc4C3=O)cc2)CC1,14,.
